ASAP1 inh = blocks human ASAP1-stimulated Arf1 GTP hydrolysis | Q9ULH1 | GDP FP detection | inhibition, % at 16.5 µM | 360,000 compounds, 0.19% hits | AID 624377; in the data active = inhibition above about 25%;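 note: 0% = vehicle with enzyme and substrate and 100% = no enzyme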
ARFGAP1 inhibitor = inhibitors of rat ARFGAP1; Q62848; Arfgap1-stimulated ARF1 GTP hydrolysis, GDP FP detection; inhibition, % at 16.5 µM; 360,000 compounds, 0.26% hits;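 active = inhibition above a per-plate limit, mean inhibition of low control wells plus 3 SD, cut at about 25% in these data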;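 note: 0% = DMSO wells with enzyme and 100% = wells lacking Arfgap1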
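Material: rat Arfgap1 GAP domain (His6, aa 1-136), purified enzyme. Also added: human ARF1(Δ1-17)-GTP substrate. Compound dosing: 16.5 µM single point, 1.26% DMSO. Timing: enzyme reaction 120 min at 25 °C after 20 min preincubation. Signal: GDP detection by fluorescence polarization. Read-out basis: percent inhibition of GAP-stimulated GDP formation, scaled between DMSO and no-Arfgap1 medians.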
Tn7 DDE FP = inhibitors of Tn7 peptide binding to human fibrin DD(E); FP displacement of FITC-Tn7 peptide from fibrin DD(E); 0% = median of compound wells per plate; inhibition, % at 8.3 µM; P02675; 370,000 compounds, 0.13% hits;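 active = inhibition above the mean of compounds falling within the control limits plus 3 SD of them, cut at about 14% in these data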;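 note: 0% = plate median of compound wells and 100% = 10 µM Aha-Tn7 peptide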
Target sequence (P02675 whole entry, looked up): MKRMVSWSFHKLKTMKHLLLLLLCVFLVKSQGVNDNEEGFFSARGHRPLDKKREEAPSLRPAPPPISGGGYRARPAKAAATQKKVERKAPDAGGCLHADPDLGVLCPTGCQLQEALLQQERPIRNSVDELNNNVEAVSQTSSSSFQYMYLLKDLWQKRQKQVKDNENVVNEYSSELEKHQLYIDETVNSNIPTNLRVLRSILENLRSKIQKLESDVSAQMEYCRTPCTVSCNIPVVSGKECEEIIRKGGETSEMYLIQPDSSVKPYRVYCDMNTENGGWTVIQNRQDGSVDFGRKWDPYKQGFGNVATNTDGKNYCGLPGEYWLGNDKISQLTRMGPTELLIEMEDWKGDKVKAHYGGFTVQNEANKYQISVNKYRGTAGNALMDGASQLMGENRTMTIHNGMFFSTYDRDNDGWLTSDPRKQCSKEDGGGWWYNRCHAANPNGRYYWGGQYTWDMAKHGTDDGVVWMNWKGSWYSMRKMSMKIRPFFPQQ
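Test system: human clot-derived fibrin DD(E) complex / Quantity: 2 µM final DD(E) protein / Incubation: 10 min plus 3 h, room temperature / Measured by: fluorescence polarization / Benchmarks: high control of 10 µM Aha-Tn7 peptide / Replicates: singlicate testing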
LEDGF integ inh = blocks HIV-1 LEDGF/p75-dependent DNA integration. TR-FRET IN-LEDGF/p75 DNA integration, Eu/Cy5. inhibition, % at 3.7 µM. 370,000 compounds, 0.64% hits;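 active = inhibition above the screen-wide mean plus 3 SD, cut at about 13% in these data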;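 note: signal is the Cy5 over europium emission ratio at 671 and 618 nm; 0% = plate median of compound wells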
PLC-gamma1 inh = inhibitors of human phospholipase C gamma1; inhibition, % at 12.2 µM; 370,000 compounds, 0.84% hits; AID 720700; P19174; purified PLC-gamma1, fluorogenic substrate, fluorescence; in the data active = inhibition above about 9.5%
ADAM17 inh = inhibits human ADAM17. P78536. recombinant ADAM17, EDANS/DABCYL FRET peptide cleavage. inhibition, % at 6.95 µM. 370,000 compounds, 0.83% hits;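 active = inhibition above the mean of compounds lying between control limits plus 3 SD, set per campaign, cut at about 8.5% in these data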;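 note: 0% = DMSO-only wells as the low control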
Target sequence (P78536 215-824 limits assumed): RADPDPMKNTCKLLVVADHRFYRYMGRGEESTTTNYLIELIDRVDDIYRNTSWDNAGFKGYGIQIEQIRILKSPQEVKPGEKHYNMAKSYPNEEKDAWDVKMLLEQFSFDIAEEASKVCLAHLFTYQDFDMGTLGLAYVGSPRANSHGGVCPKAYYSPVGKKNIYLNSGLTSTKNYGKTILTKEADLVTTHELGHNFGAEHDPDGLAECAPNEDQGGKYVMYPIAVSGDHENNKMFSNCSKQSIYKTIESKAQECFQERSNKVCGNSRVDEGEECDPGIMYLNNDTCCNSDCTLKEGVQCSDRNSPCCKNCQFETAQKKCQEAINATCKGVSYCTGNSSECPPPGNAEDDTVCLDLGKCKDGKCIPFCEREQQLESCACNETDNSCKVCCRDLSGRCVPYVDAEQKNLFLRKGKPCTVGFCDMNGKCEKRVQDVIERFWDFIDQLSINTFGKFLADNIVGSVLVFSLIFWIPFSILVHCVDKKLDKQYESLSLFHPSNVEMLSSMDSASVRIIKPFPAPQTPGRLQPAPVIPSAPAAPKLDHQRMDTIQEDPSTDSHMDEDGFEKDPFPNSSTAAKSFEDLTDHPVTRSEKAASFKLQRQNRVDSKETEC
DDE Tn6 FP inh = disrupts Tn6 cyclic peptide binding to fibrin D-Dimer-E complex | P02675 | Fibrin DD(E) TRITC-Tn6 fluorescence polarization displacement | inhibition, % at 8.3 µM | 370,000 compounds, 0.21% hits;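 active = inhibition above a per-campaign cutoff: mean of compounds within control limits plus 3 SD, cut at about 15% in these data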;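 note: 0% = median of all compound wells on the plate and 100% = blocking peptide control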
TDP2 absorb = blocks human TDP2 phosphodiesterase activity. O95551. 370,000 compounds, 0.34% hits. recombinant TDP2, T5PNP hydrolysis, p-nitrophenol absorbance 415 nm. AID 720702. inhibition, % at 12.8 µM;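 active = inhibition above the mean of all tested compounds plus 3 SD, set per campaign, cut at about 25% in these data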;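 note: 0% = DMSO with enzyme and 100% = buffer with substrate but no TDP2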
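System – recombinant human TDP2 · Amount – 120 nM TDP2 per well · Buffer or medium – Mg2+-containing Tris-HCl buffer, pH 7.5 · Reagent – T5PNP substrate, 5 mM · Dosing – 12.8 µM single point, 1% DMSO · Incubation – 2 h at 37 °C · Measured by – epi absorbance · Read-out basis – percent inhibition · Benchmarks – high control without enzyme, low control DMSO plus TDP2 · Repeats – singlicate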
ADAM10 inh = inhibits human ADAM10; O14672; recombinant ADAM10, EDANS/DABCYL FRET peptide cleavage, 3 h; inhibition, % at 7 µM; 370,000 compounds, 0.62% hits;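 active = inhibition above a per-campaign cutoff equal to the mean of compounds falling between control-based bounds plus 3 SD, cut at about 20% in these data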;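 note: 0% = DMSO wells while the 100% control is not disclosed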
KLK7 zymogen act = activates the human kallikrein-7 zymogen; purified proKLK7, EDANS-DABCYL substrate fluorescence; 100% is mature enzyme control, 0% vehicle; activation, % at 7 µM; 370,000 compounds, 0.9% hits;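 active = activation above the mean of all tested compounds plus 3 SD, computed per campaign excluding outliers beyond control limits, cut at about 13% in these data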
Active calls of the source: *.

ASAP1 inh	SMILES	ARFGAP1 inhibitor	Tn7 DDE FP	LEDGF integ inh	PLC-gamma1 inh	ADAM17 inh	DDE Tn6 FP inh	TDP2 absorb	ADAM10 inh	KLK7 zymogen act
4	CCOC(=O)c1c(C2COc3ccccc3O2)csc1N (configuration not stated)	-4	1	-2	-2	2	0	-13	10	-0.3
0	Cc1ccc(Nc2nc(/N=C/N(C)C)n[nH]2)cc1C	-8	-2	2	2	-4	-7	3	2	0.0
7	CC(NC(=O)C1CCC(CNc2c(N3CCCCC3)c(=O)c2=O)CC1)c1ccccc1 (configuration not stated)	-3	-3	6	4	-3	3	-2	3	-0.2
9	COc1cccc(CNC(=O)C(C)n2ccc3cc(S(=O)(=O)N4CCCCCC4)ccc32)c1 (configuration not stated)	7	-11	5	2	9	-2	13	13	-0.2
0	c1ccc(Nc2c3c(nc4ccccc24)CCC3)cc1	-5	-5	-6	-1	0	2	-1	-13	-0.2
-6	CCC(C)(C)n1nnnc1C(c1cccc(C#N)c1)N1CCN(c2cc(C)ccc2C)CC1 (configuration not stated)	2	3	0	3	1	0	-1	4	0.4
8	CC1(C)SC(=S)N(/N=C/c2ccccc2O)C1N(O)C(=O)Nc1ccccc1 (configuration not stated)	16	1	0	-2	-6	0	-3	3	-0.8
-10	Clc1ccccc1-c1nc(N/N=C/c2cccnc2)c2ccccc2n1	-8	3	-3	-3	-1	-5	-9	1	-0.2
0	CN(C)S(=O)(=O)c1cc(C(=O)NCC2CCCO2)c(Cl)cc1Cl (configuration not stated)	-1	1	2	9.5*	-1	2	5	0	0.6
-11	CC(C)C1CC(c2ccccc2)(C(CN)CO)CCO1 (configuration not stated)	5	-8	2	6	2	15	7	-5	-0.4
15	COc1cc(CCC(=O)Nc2c(C(=O)N3CCN(c4ccccc4)CC3)oc3ccccc23)on1	13	-3	4	1	-1	-2	3	5	0.3
69*	CCOc1ccc(C(=O)Nc2cc(-c3nc4ccccc4[nH]3)ccc2Cl)cc1[N+](=O)[O-]	109*	4	1	2	-4	25*	10	7	-0.3
1	O=C(Nc1ccccc1)c1ccc(N2CCN(c3ccccn3)CC2)c(S(=O)(=O)N2CCOCC2)c1	0	3	-2	-3	4	-2	5	14	0.7
-7	O=C(CSc1nnc(-c2ccccc2)o1)NC1CCCC1	1	4	-4	-5	-5	5	3	2	0.3
4	COc1ccc(Cl)cc1NC(=O)CN(C)CC(=O)Nc1ccccc1C(F)(F)F	13	-4	6	1	2	4	-9	5	0.8
-12	CCOc1ccc(CCNC(=O)CS(=O)Cc2nc(-c3ccccc3Cl)oc2C)cc1OCC (configuration not stated)	0	-3	-1	2	1	-2	4	-4	-0.1
5	C[C@@H]1CN([C@H](C)CO)C(=O)c2cc(-c3ccc(F)cc3)cnc2O[C@H]1CN(C)C(=O)c1ccc(F)cc1	-1	-3	4	5	12*	4	-15	8	-0.1
1	COc1cc(F)ccc1-c1cc(C(=O)NCc2cccs2)[nH]n1	4	2	-1	-2	0	-6	2	-18	0.2
3	CCc1nnc(N2C(=O)c3ccccc3C2(O)c2ccccc2)s1 (configuration not stated)	3	-1	1	1	-4	0	-2	8	0.0
-9	COc1ccc(NC(=O)CN2CCN(C3c4ccccc4-c4ccccc43)CC2)c(OC)c1	5	0	-1	3	1	2	5	4	0.3
-8	CCc1cccc(NC(=O)C2CCCN(S(=O)(=O)c3c(C)[nH]c(=O)[nH]c3=O)C2)c1 (configuration not stated)	7	0	1	0	-2	3	1	-2	-0.3
17	CC1CC(C)CN(C(=O)c2ccc(CNc3c(N4CCCC4)c(=O)c3=O)cc2)C1 (configuration not stated)	3	-1	1	0	-3	6	0	0	0.1
12	C/C(=N\NC(=O)c1ccc(CSc2nc(C)cc(C)n2)cc1)c1ccco1	8	1	-2	0	-2	1	-2	2	-0.3
-4	Cc1cc(C)cc(C(=O)NC(CC(N)=O)c2ccc(NCC3CC3)c([N+](=O)[O-])c2)c1 (configuration not stated)	-3	0	2	-4	-5	2	-6	0	0.1
-19	CCOC(=O)c1c(NC(=O)COC(=O)Cn2c(C(F)(F)F)nc3ccccc32)sc(C)c1C	-4	7	-3	1	-2	7	10	3	0.1

ASAP1 inh	SMILES	ARFGAP1 inhibitor	Tn7 DDE FP	LEDGF integ inh	PLC-gamma1 inh	ADAM17 inh	DDE Tn6 FP inh	TDP2 absorb	ADAM10 inh	KLK7 zymogen act
4	CCCc1oc(C(=O)O)cc1CN	12	5	-2	-1	-7	-3	4	3	-0.2
5	C/C(=N\OCC(=O)NCC(F)(F)F)c1cc2ccccc2o1	12	-5	1	-2	-3	8	3	-4	0.5
8	CCN1C(=O)c2ccccc2S(=O)c2ccc(C(=O)N3CCCC3)cc21 (configuration not stated)	-4	1	-3	-1	-3	3	-14	-11	-0.6
-4	COCCCN1C(=O)c2ccc(C(=O)OCC(=O)NCCc3ccccc3)cc2C1=O	17	6	6	3	-2	6	3	-2	0.0
1	Cc1[nH][nH]c(=O)c1C	1	0	-1	2	0	0	2	2	0.1
-2	O=C(Nc1cccc(Cl)c1)c1ccc2c(=O)n3c(nc2c1)CCCCC3	5	-4	2	-2	1	3	4	3	-0.4
10	CN(C)S(=O)(=O)N1CCN(C(=O)c2ccc3c(c2)OCO3)CC1	1	1	4	2	0	-2	14	1	-0.9
10	Cc1cc(C)n(C(=O)CNC(=O)c2ccco2)n1	-8	-5	-2	-3	-5	-3	0	-10	-0.1
-7	CSCc1ccc(C(=O)N2CCC(N3CCC(C(=O)NC(C)C)CC3)CC2)o1	7	-5	-1	-13	-7	-3	7	-12	-0.9
7	COc1ccccc1-c1nc(-c2ccc(Br)o2)no1	-10	9	1	-4	-6	6	8	-15	-0.1
0	O=C(CN(c1ccc(F)cc1)S(=O)(=O)c1ccc2c(c1)OCCO2)NCc1ccccc1	-4	7	2	-2	-5	2	3	5	0.5
6	COc1ccc(CCN2C(=O)CC(C(N)=O)SC2=Nc2ccc(F)cc2)cc1OC (configuration not stated)	0	-3	2	-2	-2	-1	10	5	0.4
3	O=C(Nc1ccccc1)c1cc(C2CCCN(C(=O)C/C=C/c3ccccc3)C2)on1 (configuration not stated)	12	-1	-2	1	-1	-2	7	1	0.7
-14	O=C(CCN1C(=O)/C(=C/c2ccc3c(c2)OCO3)SC1=S)Nc1cccc(C(=O)O)c1	4	-2	4	4	1	-2	9	4	0.3
7	CC(C)c1cc(NC(=O)C(C)(C)C)cc(C(C)C)c1O	2	-8	3	-1	-4	-10	2	-7	-0.4
0	O=[N+]([O-])c1cccc(S(=O)(=O)N2CCc3ccccc3C2)c1	2	-6	5	2	-1	2	8	3	-0.4
12	COc1ccc(NC(=O)CS(=O)c2cccc(C(F)(F)F)c2)cc1 (configuration not stated)	-4	1	2	-1	-1	-2	-3	-12	0.1
-3	COCCCn1nnnc1SCC(=O)N1CCCC1	9	-5	-3	-1	-4	0	5	0	0.0
9	CN1CC[C@@]2([C@@]34CCN(C)C3Nc3ccccc34)c3ccccc3NC12 (some centres not stated)	-6	-5	5	5	4	2	-9	1	-0.1
-5	CC(=O)C1CCC2C3CCC4=CC(=O)CCC4(C)C3(Br)C(=O)CC12C (configuration not stated)	2	5	-2	-2	-3	-3	9	-3	0.6
8	CN(C)S(=O)(=O)c1cc(NC2CC(=O)N(c3ccc(F)cc3)C2=O)ccc1Cl (configuration not stated)	1	-4	-3	0	-4	-2	-2	-13	0.0
-7	COc1ccc(S(=O)(=O)NCC(=O)N(CC(=O)NCC2CCCO2)c2cc(C)ccc2C)cc1 (configuration not stated)	-2	-6	3	0	-4	3	1	-1	0.4
-5	CCn1nnc(NC(=O)c2sc3ccccc3c2Cl)n1	8	-2	-2	3	0	3	-14	0	0.1
6	COC(=O)C(C)Oc1ccc(=O)[nH]n1 (configuration not stated)	-6	-2	-4	-1	-1	4	8	-1	-0.2
-7	CCOC(=O)N/N=C/c1ccc(N2CCOCC2)s1	-4	4	-6	-13	-12	-8	-3	-31	-0.2

Arranged by length of the SMILES (low to high): some entries from above
ASAP1 inh	SMILES	ARFGAP1 inhibitor	Tn7 DDE FP	LEDGF integ inh	PLC-gamma1 inh	ADAM17 inh	DDE Tn6 FP inh	TDP2 absorb	ADAM10 inh	KLK7 zymogen act
7	CC(C)c1cc(NC(=O)C(C)(C)C)cc(C(C)C)c1O	2	-8	3	-1	-4	-10	2	-7	-0.4
-2	O=C(Nc1cccc(Cl)c1)c1ccc2c(=O)n3c(nc2c1)CCCCC3	5	-4	2	-2	1	3	4	3	-0.4
-5	CC(=O)C1CCC2C3CCC4=CC(=O)CCC4(C)C3(Br)C(=O)CC12C (configuration not stated)	2	5	-2	-2	-3	-3	9	-3	0.6

Only ADAM17 inh and TDP2 absorb, for two of the compounds above:
SMILES	ADAM17 inh	TDP2 absorb
COc1ccccc1-c1nc(-c2ccc(Br)o2)no1	-6	8
O=C(CN(c1ccc(F)cc1)S(=O)(=O)c1ccc2c(c1)OCCO2)NCc1ccccc1	-5	3

(cont.)
ASAP1 inh	SMILES	ARFGAP1 inhibitor	Tn7 DDE FP	LEDGF integ inh	PLC-gamma1 inh	ADAM17 inh	DDE Tn6 FP inh	TDP2 absorb	ADAM10 inh	KLK7 zymogen act
-4	O=c1ccc(S(=O)(=O)N2CCCC2)cn1Cc1nc(-c2ccccc2)no1	7	-1	0	1	-4	6	-4	-7	-0.3
4	CN(C)C(=N)c1n[nH]nc1SCc1ccccc1	8	-5	-4	-2	1	3	0	-9	0.1
8	CC(=O)Nc1ccc(SC[C@H](C)CN2CC[C@H](C(C)(C)C)CCC2=O)cc1	-5	3	2	-3	-1	2	5	3	0.1
15	CCCOc1cc(N(CC)CC)ccc1/C=C(/C#N)c1nc2ccc(C)cc2[nH]1	-2	-20	0	-72	4	6	1	-5	-0.9
-2	CCOC(=O)c1c(O)c2c(n(Cc3ccco3)c1=O)CCCC2	7	-12	4	4	1	-3	1	6	-0.3
-10	Cc1ccccc1-c1nnc(SCC(=O)NCC2CCCO2)o1 (configuration not stated)	-4	4	2	0	-6	1	-2	-14	-0.3
5	CC(=O)c1ccccc1NC(=O)Cn1c(=O)cnc2ccccc21	1	4	-5	-11	-9	0	8	-15	0.7
1	O=C(NC(=S)Nc1ccc(Cl)cn1)c1cccs1	0	1	-1	1	-6	2	2	-4	-0.9
2	CC(C)CC1(C)NC(=O)N(Cc2cc([N+](=O)[O-])cc3c2OCOC3)C1=O (configuration not stated)	4	9	-1	3	0	-1	-1	9	-0.5
3	Cc1cccc(OCC(=O)Nc2ccc(N3CCN(S(C)(=O)=O)CC3)cc2)c1	-2	3	0	-2	6	-9	-8	9	0.0

Assay outcomes from PubChem.
